Assay outcomes from PubChem BioAssay.
ssDAF-12 act – S. stercoralis DAF-12 nuclear receptor activators, primary screen, cell-based, luminescence, HEK293, GRIP1 co-expression, lit1-tk-luc; Nuclear hormone receptor DAF-12 (Strongyloides stercoralis); HEK293 ssDAF-12/GRIP1 lit1-tk-luc reporter; % of 3 µM dafachronic acid response; activation, % at 6.8 µM; actives 1% (n = 370,000); AID 652126, 2013;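 active = activation above the mean over all tested compounds plus 3 SD, cut at about 0.9% in these data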;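 note: 0% = DMSO-only wells and 100% = 3 µM delta7-dafachronic acid wells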
DAX1 inh-1 – DAX1 (NR0B1) inhibitors, primary screen, cell-based, HEK293, Gal4-DAX1, luciferase luminescence. HEK293 Gal4-DAX1 luciferase reporter. inhibition, % at 6.75 µM. actives 0.99% (n = 340,000). AID 504766, 2011;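 active = inhibition above the mean over all tested compounds plus 3 SD, cut at about 4.2% in these data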;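 note: 0% = DAX1-transfected cells with DMSO and 100% = empty-vector control cells with DMSO; inhibition shows as a rise in luminescence from relieved DAX1 repression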
Target sequence (P51843 207-470 limits assumed): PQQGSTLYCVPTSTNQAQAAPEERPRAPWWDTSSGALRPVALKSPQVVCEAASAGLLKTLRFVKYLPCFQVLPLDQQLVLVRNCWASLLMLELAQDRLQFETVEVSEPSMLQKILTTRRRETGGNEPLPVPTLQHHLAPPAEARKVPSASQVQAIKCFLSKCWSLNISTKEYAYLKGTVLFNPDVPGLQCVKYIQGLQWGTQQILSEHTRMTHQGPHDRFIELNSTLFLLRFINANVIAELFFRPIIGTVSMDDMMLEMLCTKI
PG9 binder – binders of HIV-1 gp120 antibody PG9, primary screen, biochemical, TR-FRET; HIV-1 gp120 / PG9 antibody interaction; AID 624416, 2012; inhibition, % at 6.7 µM; TR-FRET gp120-PG9 antibody binding; actives 0.43% (n = 360,000); in the data active = inhibition above about 8.5%
hcDAF12 agonist – H. contortus DAF-12 nuclear receptor activators, primary screen, cell-based, luminescence, HEK293, lit1-tk-luc reporter; HEK293 hcDAF-12 lit1-tk-luc reporter; 0% DMSO, 100% Δ7-dafachronic acid; activation, % at 6.8 µM; actives 1.4% (n = 370,000);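 active = activation above the mean of all tested compounds plus 3 SD, cut at about 5.5% in these data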;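 note: 100% = response to 3 µM Δ7-dafachronic acid high control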
ADAM17 inh – ADAM17 inhibitors, primary screen, biochemical, QFRET. actives 0.83% (n = 370,000). recombinant ADAM17, EDANS/DABCYL FRET peptide cleavage. Disintegrin and metalloproteinase domain-containing protein 17 (Homo sapiens), P78536. inhibition, % at 6.95 µM;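 active = inhibition above the mean of compounds lying between control limits plus 3 SD, set per campaign, cut at about 8.5% in these data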;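 note: 0% = DMSO-only wells as the low control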
Target sequence (P78536 215-824 limits assumed): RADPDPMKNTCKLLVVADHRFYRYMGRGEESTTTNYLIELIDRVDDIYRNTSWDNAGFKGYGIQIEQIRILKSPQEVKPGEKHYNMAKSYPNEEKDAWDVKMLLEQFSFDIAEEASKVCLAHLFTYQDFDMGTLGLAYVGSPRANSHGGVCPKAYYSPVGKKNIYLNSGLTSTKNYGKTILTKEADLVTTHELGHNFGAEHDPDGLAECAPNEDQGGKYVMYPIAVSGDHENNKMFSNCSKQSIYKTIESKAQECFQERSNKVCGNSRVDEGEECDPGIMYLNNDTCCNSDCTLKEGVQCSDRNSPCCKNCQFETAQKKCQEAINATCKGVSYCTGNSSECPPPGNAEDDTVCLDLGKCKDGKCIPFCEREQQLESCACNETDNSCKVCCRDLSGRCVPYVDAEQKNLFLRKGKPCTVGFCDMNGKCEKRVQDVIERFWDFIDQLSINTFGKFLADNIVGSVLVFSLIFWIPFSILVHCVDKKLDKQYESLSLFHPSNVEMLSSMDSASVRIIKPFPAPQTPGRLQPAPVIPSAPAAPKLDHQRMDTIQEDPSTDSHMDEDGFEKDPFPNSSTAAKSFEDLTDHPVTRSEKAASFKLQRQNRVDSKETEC
ADAM10 inh – human ADAM10 inhibitors, primary screen, biochemical, QFRET, HTS. recombinant ADAM10, EDANS/DABCYL FRET peptide cleavage, 3 h. actives 0.62% (n = 370,000). AID 720582, 2013. Disintegrin and metalloproteinase domain-containing protein 10 (Homo sapiens), O14672. inhibition, % at 7 µM;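 active = inhibition above a per-campaign cutoff equal to the mean of compounds falling between control-based bounds plus 3 SD, cut at about 20% in these data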;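 note: 0% = DMSO wells while the 100% control is not disclosed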
DAX1 inh-2 – DAX1 (NR0B1) inhibitors on StAR promoter, primary screen, cell-based, luminescence, SF-1 (NR5A1), full-length DAX-1; HEK293T StAR-luciferase reporter, SF-1/DAX-1 repression relief; inhibition, % at 6.8 µM; actives 1.1% (n = 370,000); AID 652010, 2013;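 active = inhibition above the mean over all tested compounds plus 3 SD, cut at about 3.6% in these data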;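 note: 0% = DAX-1 cells with DMSO and 100% = cells lacking DAX-1 with DMSO; higher inhibition means more luminescence from relief of DAX-1 repression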
GAA850 FXN act – FXN promoter activators, primary screen, cell-based, luciferase luminescence, HEK293 lucGAA850; HEK293 lucGAA850 FXN promoter luciferase reporter, 24 h; percent of 10 µM SAHA response; activation, % at 6 µM; actives 0.56% (n = 360,000); AID 540364, 2011;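 active = activation above the average of all compounds screened plus 3 SD, cutoff fixed separately per campaign, cut at about 7.5% in these data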;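 note: 0% = DMSO wells and 100% = 10 µM SAHA wells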
hgDAF-12 ag – H. glycines DAF-12 receptor agonists, primary screen, cell-based, luminescence, HEK293, GAL4 fusion, UAS-luciferase; HEK293 GAL4-hgDAF12 UAS-luciferase reporter, agonist luminescence; normalized to butyrate control; activation, % at 6.8 µM; actives 1.8% (n = 370,000); Nuclear hormone receptor DAF-12 (Heterodera glycines), GAL4 fusion;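 active = activation above a cutoff set at the mean of all screened compounds plus 3 SD, cut at about 10% in these data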;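 note: 0% = DMSO wells and 100% = sodium butyrate wells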
NPR1 activator – GC-A stimulated cGMP production enhancers – HEK293 GC-A cells, cGMP TR-FRET, EC30 ANP, primary screen; 0% at EC30 ANP, 100% saturating ANP; actives 0.14% (n = 370,000); Atrial natriuretic peptide receptor 1 (Homo sapiens), P16066; activation, % at 10 µM; in the data active = activation above about 40%
SMARCA2 activ – SMARCA2 (BRM) function activators, primary screen, cell-based, luminescence, high throughput; MG213 cells, MMTV-luciferase reporter, dexamethasone, overnight; actives 1% (n = 370,000); activation, % at 9.1 µM; in the data active = activation above about 7.8%;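 note: 0% = vehicle wells and 100% = reference activator wells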
Active calls of the source: *; i = inactive; / = no result given.

SMILES	ssDAF-12 act	DAX1 inh-1	PG9 binder	hcDAF12 agonist	ADAM17 inh	ADAM10 inh	DAX1 inh-2	GAA850 FXN act	hgDAF-12 ag	NPR1 activator	SMARCA2 activ
O=C(CCS(=O)(=O)c1ccccc1)Nc1nccs1	-1.0	0.7	-0.7	-0.3	-3	-4	-1.3	-2.1	1.1	4	-1
CSc1ccccc1OCc1cc(C(=O)NCCn2nc(C)cc2C)no1	-1.1	-0.6	-1.0	-3.6	-2	-1	-0.3	1.9	0.3	5	-2
CCOc1ccc(OCC)c(NC(=O)Cn2c(C)nc3ccccc3c2=O)c1	-1.1	/	-2.0	-0.2	-3	0	-0.4	1.3	-2.4	0	-1
Cc1ccc(S(=O)(=O)Nc2ccc(NC(=O)Nc3cccc(C(F)(F)F)c3)cc2)cc1	-1.5	0.1	0.1	-0.9	22*	41*	-1.1	-2.2	1.6	-10	-2
CC(=O)Nc1ccc(NC(=O)CN2CCCC(C)C2)c(Cl)c1 (stereo not given)	-1.3	-0.1	-1.3	0.0	0	-11	1.1	2.6	6.4	-2	3
CCCCCCCCN1C(=O)[C@H](CC(=O)NCCCCc2ccccc2)C[C@@]2(C(=O)OC)CC(C)(C)CC=C12	-0.7	/	-1.0	-1.6	3	5	-0.2	/	0.9	-1	1
COc1ccc(CN2C(=O)c3cccnc3C2=O)cc1S(=O)(=O)NC(C)C	-0.2	5.8*	-0.1	1.1	-1	-1	0.3	0.7	3.4	1	-2
CC1=CC2=NC(=O)/C(=C/c3coc4ccc(Cl)cc4c3=O)C(=N)N2O1	-1.4	-0.6	-4.0	1.2	-24	-73	-0.5	1.4	2.3	7	-2
O=C(O)CSc1nc2c(cnn2-c2ccccc2)c(=O)n1-c1ccc(Br)cc1	-1.4	0.2	-1.8	0.1	1	-3	-0.5	0.9	-2.7	3	-1
CCn1c(=O)c(CCC(=O)N2CCN(c3ccccn3)CC2)c(C)c2c(C)nn(-c3ccccc3)c21	-1.1	-0.3	0.6	1.4	1	5	0.5	1.0	0.0	-9	-4
Cc1ccc(C23CC4CC(CC(C(=O)NC(C(=O)O)C(C)C)(C4)C2)C3)cc1 (stereo not given)	-0.2	0.2	-2.0	-1.3	-5	-1	0.2	-1.0	0.1	0	-2
COc1cc(F)cc(C2=CC(=O)C[C@H](c3ccc(F)cc3)C2)c1	-1.7	1.1	1.0	-1.1	1	3	-0.4	3.0	-1.7	-4	-1

An excerpt from above, reduced to hcDAF12 agonist, DAX1 inh-2 and GAA850 FXN act.
mol | hcDAF12 agonist | DAX1 inh-2 | GAA850 FXN act
COc1ccc(CN2C(=O)c3cccnc3C2=O)cc1S(=O)(=O)NC(C)C | 1.1 | 0.3 | 0.7
CC1=CC2=NC(=O)/C(=C/c3coc4ccc(Cl)cc4c3=O)C(=N)N2O1 | 1.2 | -0.5 | 1.4
O=C(O)CSc1nc2c(cnn2-c2ccccc2)c(=O)n1-c1ccc(Br)cc1 | 0.1 | -0.5 | 0.9
CCn1c(=O)c(CCC(=O)N2CCN(c3ccccn3)CC2)c(C)c2c(C)nn(-c3ccccc3)c21 | 1.4 | 0.5 | 1.0
Cc1ccc(C23CC4CC(CC(C(=O)NC(C(=O)O)C(C)C)(C4)C2)C3)cc1 (stereo not given) | -1.3 | 0.2 | -1.0

More compounds follow.
SMILES	ssDAF-12 act	DAX1 inh-1	PG9 binder	hcDAF12 agonist	ADAM17 inh	ADAM10 inh	DAX1 inh-2	GAA850 FXN act	hgDAF-12 ag	NPR1 activator	SMARCA2 activ
C[C@@]12C(=O)N(c3cccc(F)c3)C(=O)N1[C@@H]1c3ccccc3OC[C@@H]1[C@H]2c1ccccc1	-1.5	-1.2	-0.9	-2.2	11*	23*	-0.4	-1.2	0.0	-1	-2
O=C(O)c1nn(CC(=O)N2CCC(Cc3ccccc3)CC2)c(=O)c2ccccc12	-1.4	1.6	5.9	-1.5	-5	-2	-0.4	0.4	-0.3	-4	-2
COc1ccc(NC(=O)c2nc3nccc(C)n3n2)cc1S(=O)(=O)N1CCOCC1	-0.8	1.3	0.9	0.4	-5	-2	-0.1	3.1	1.2	-1	-2
C#CCn1c(=O)cc(C)c2ccccc21	-2.0	0.1	-1.6	0.1	-1	2	-0.5	1.7	-0.7	-3	0
CCS(=O)(=O)N1CCN(S(=O)(=O)c2ccc(F)cc2)CC1	-1.3	0.4	-1.8	-0.8	2	3	0.1	-0.9	-2.2	0	4
C[C@H](CO)N1C[C@H](C)[C@H](CN(C)S(=O)(=O)c2ccccc2C#N)OCc2cnnn2CCCC1=O	-0.2	0.5	-1.4	-1.5	-4	-3	-1.5	-1.9	1.6	2	0
Cc1ccc(NC(=O)N2CCCC2)cc1Cl	-0.4	0.3	-2.6	-1.0	-1	1	0.8	3.7	0.3	2	3
CC1(C)Cn2c(nnc2-c2cccc(O)c2)S1	-0.7	3.2	-1.5	0.7	1	10	-0.8	1.0	2.5	1	7
COc1ccc(CCNC(=O)CCc2ccc(S(=O)(=O)NC(C)C)cc2)cc1OC	-1.5	0.7	3.0	0.4	-5	-6	-0.3	1.6	-0.7	1	-1
c1cncc(CSc2nnc3ccc(-c4ccncc4)nn23)c1	-1.4	0.1	-0.7	-0.6	0	5	-0.1	1.0	0.3	-1	-2
CC1CC(C)CN(S(=O)(=O)c2ccc(C(=O)NN3CCOCC3)cc2)C1 (stereo not given)	-1.6	1.0	0.8	-1.3	2	-11	-0.5	-1.4	0.8	1	-4
CCOC(=O)N1CCN(C(=O)c2cccc(NS(=O)(=O)c3ccc(F)c(F)c3)c2)CC1	-1.6	-0.2	1.7	-1.4	-2	-3	0.8	2.7	-0.7	-5	-3
O=C1Nc2ccccc2SC(c2ccccc2)C1O (stereo not given)	-0.1	0.1	-1.5	2.1	-3	-1	0.0	2.3	1.1	-4	0
Fc1ccccc1NC(=S)N(CCN1CCCCCC1)Cc1cccs1	-1.0	-0.7	0.4	0.2	-4	-1	-0.5	-0.4	2.3	4	0
COCCCNC(=O)Cn1nnc(-c2ccc(NC(=O)c3ccccc3OC)cc2)n1	-0.5	-0.1	0.9	-0.4	-3	-5	0.2	1.5	2.4	-1	-1
Cc1ccc(S(=O)(=O)N2CCOCC2)cc1C(=O)NCc1ccc(F)cc1	-1.9	0.7	0.0	-1.7	-7	-9	-0.5	-2.0	1.7	4	-1
CC(=O)c1ccc(OC(=O)CCc2nc3ccccc3s2)cc1	0.7	/	-1.0	3.6	1	4	-0.1	4.8	-0.6	2	1
CCOC(=O)C1CCCN(Cc2ccccc2Cl)C1 (stereo not given)	-1.6	0.6	0.4	-1.2	-6	-7	0.7	5.0	1.8	1	2
Cc1ccc2nc3c(cc(C(=O)NCCc4ccccc4)c(=N)n3CC3CCCO3)c(=O)n2c1 (stereo not given)	-1.0	0.1	-0.1	-2.1	i	i	-0.1	0.4	2.3	16	4
CC(=O)Nc1c(C(=O)N2CCCCCC2)cnn1-c1ccccc1Cl	-1.3	2.3	-0.6	-0.9	2	1	0.4	-0.4	-0.8	4	2
O=C(Nc1ccccc1)c1ccccc1OCC(O)CN1C(=O)c2ccccc2S1(=O)=O (stereo not given)	-1.2	-1.3	-0.7	0.1	-2	0	-1.7	-0.9	-1.0	-1	-4
CC(C)(C)NC(=O)NC(=O)COC(=O)C1=COCCO1	-1.1	1.5	0.7	-0.8	2	4	0.1	-1.0	-0.3	1	6
CCNc1nc(N2CCOCC2)nc(N(c2ccccc2)c2ccccc2)n1	-1.1	-0.1	-0.3	-0.1	2	-2	0.0	-1.3	3.1	-41	-1
CCS(=O)(=O)N1Cc2ccccc2CC1C(=O)Nc1cccc(C)c1 (stereo not given)	-0.8	-0.6	0.1	1.1	0	-2	1.2	2.2	6.5	-7	1

Looked up by compound from the list above:
SMILES	ssDAF-12 act	DAX1 inh-1	PG9 binder	hcDAF12 agonist	ADAM17 inh	ADAM10 inh	DAX1 inh-2	GAA850 FXN act	hgDAF-12 ag	NPR1 activator	SMARCA2 activ
CCOC(=O)N1CCN(C(=O)c2cccc(NS(=O)(=O)c3ccc(F)c(F)c3)c2)CC1	-1.6	-0.2	1.7	-1.4	-2	-3	0.8	2.7	-0.7	-5	-3
COc1ccc(CCNC(=O)CCc2ccc(S(=O)(=O)NC(C)C)cc2)cc1OC	-1.5	0.7	3.0	0.4	-5	-6	-0.3	1.6	-0.7	1	-1

Carrying on.
SMILES	ssDAF-12 act	DAX1 inh-1	PG9 binder	hcDAF12 agonist	ADAM17 inh	ADAM10 inh	DAX1 inh-2	GAA850 FXN act	hgDAF-12 ag	NPR1 activator	SMARCA2 activ
CC(C)(C)C(=O)Nc1ccc(S(=O)(=O)Nc2ccccn2)cc1	-0.5	0.3	-0.8	-0.3	-5	-9	-0.1	-1.2	3.5	-2	1
Cc1cccc(C)c1NC(=O)CN(C)C(=O)CC1OC(=O)c2ccccc21 (stereo not given)	-1.2	0.5	1.2	-0.7	0	2	0.7	1.7	-0.9	1	-2
CCC(C)NC(=O)Cn1c(=O)n(-c2ccc(OC)cc2)c(=O)c2ccc(C(=O)NCc3ccc(C)cc3)cc21 (stereo not given)	-1.0	0.0	-2.1	0.0	0	-3	0.0	1.9	-3.4	-2	2
CCCNC(=O)Cn1c(=O)cnc2ccccc21	-0.6	-1.1	-0.7	-1.1	-11	-53	0.1	1.2	0.9	2	-2
COc1ccccc1N1CCN(C(=O)c2cc3c(=O)n4cccc(C)c4nc3s2)CC1	0.2	0.6	-3.0	2.8	-167	-483	0.3	2.6	1.2	1	1
Cc1ccccc1C(=O)NC(=S)Nc1ccc(Cc2ccncc2)cc1	-1.8	0.1	-1.4	0.9	3	6	0.0	1.8	1.3	-3	0
COc1ccc(-c2ccc(OC)cc2C(=O)O)cc1	-1.0	0.0	1.2	-1.8	-2	-2	0.0	-0.8	-1.6	2	-1
Cn1ncc(N=Cc2ccccc2O)c1C(=O)N1CCOCC1	-0.5	1.0	-0.9	0.3	0	4	-0.8	1.1	-0.3	3	3
O=C(COc1ccc2c(-c3ccccc3)cc(=O)oc2c1)NCc1ccccn1	-1.3	0.3	0.8	-0.6	-2	-16	-0.7	-2.0	0.1	-14	1
O=C1C2C3C=CC(C3)C2C(=O)N1c1ccc2ccccc2c1 (stereo not given)	-0.6	-0.1	1.1	-0.8	-5	-5	0.4	1.2	-1.7	-1	2
CC(C)CN(C(=O)COC(=O)c1ccc(C#N)cc1)C1CCS(=O)(=O)C1 (stereo not given)	-0.7	0.4	0.1	0.3	3	-12	1.7	0.3	-0.7	0	-3
